# From PubChem
# SIRT5 block – blocks human SIRT5 desuccinylation of peptide | Purified SirT5, succinyl-peptide AMC, trypsin-coupled fluorescence | 330,000 tested, 1.1% active | inhibition, % at 15 µM | Q9NXA8; in the data active means inhibition above about 15%; inconclusive means no clear call, values can overlap the other calls
# Statin myotox sup – suppression of simvastatin myotoxicity; C2C12 myotubes + simvastatin, ATP luminescence, 48 h; scaled: DMSO 0, geranylgeraniol control 100; rescue of ATP level, % at 7.49 µM; 330,000 tested, 0.78% active;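 active means mean ATP rescue above about 67%, or every replicate alone reaching that limit, limit read from the data, passing the limit was not always enough; inconclusive means no clear call, values can overlap the other calls; inactive means mean under the limit and some replicate under it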;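 further: myotubes were challenged with 10 µM simvastatin during compound exposure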
# ERp5 inh – inhibitors of human ERp5; Q15084; ERp5 insulin aggregation, absorbance 650 nm, 90 min; inhibition, % at 9.99 µM; 350,000 tested, 0.05% active; AID 651711;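 active means mean replicate inhibition above about 25%, with every replicate also reaching it, limit read from the data, passing the limit was not always enough; inconclusive means only one of those two criteria met; inactive means neither criterion met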
# Target sequence (Q15084 whole entry, looked up): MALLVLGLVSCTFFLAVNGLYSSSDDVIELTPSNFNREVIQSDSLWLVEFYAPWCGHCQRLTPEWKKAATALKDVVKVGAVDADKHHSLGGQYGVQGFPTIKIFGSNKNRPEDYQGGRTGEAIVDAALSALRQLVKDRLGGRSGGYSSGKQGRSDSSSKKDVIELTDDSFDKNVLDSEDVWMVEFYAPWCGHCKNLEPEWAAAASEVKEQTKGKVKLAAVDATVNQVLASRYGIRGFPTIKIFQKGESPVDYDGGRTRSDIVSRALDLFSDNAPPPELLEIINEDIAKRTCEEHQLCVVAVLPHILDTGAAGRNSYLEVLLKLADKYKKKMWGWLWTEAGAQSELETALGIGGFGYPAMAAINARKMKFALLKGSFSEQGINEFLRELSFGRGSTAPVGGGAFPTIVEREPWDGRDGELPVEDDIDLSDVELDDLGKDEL
# DENV2 CPE rescue – DENV2-induced cell death inhibition. CPE inhibition, % at 9.99 µM. 350,000 tested, 1.7% active. DENV2-infected cells, cytopathic effect rescue, plate reader. AID 651640; in the data active means CPE inhibition above about 20%, passing the limit was not always enough; inconclusive means no clear call, values can overlap the other calls; tested in BHK-21 cells;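 further: 0% = median of neutral control wells and 100% = median of positive control wells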
# PglD DTNB – PglD (C. jejuni) enzyme inhibition; purified PglD enzyme, DTNB colorimetric CoA detection; inhibition, % at 12.5 µM; 360,000 tested, 0.098% active; AID 602405; in the data active means inhibition above about 16%, passing the limit was not always enough; inconclusive means no clear call, values can overlap the other calls; further: strong numbers were not always called active
# S100A4 MyoIIA – S100A4-myosin IIA interaction inhibition; inhibition, % at 10.7 µM; P26447; S100A4/TAMRA-MyoIIA peptide fluorescence polarization; 360,000 tested, 0.14% active;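 active means mean inhibition of at least 70% across replicates, with every replicate also reaching that level; inconclusive means mean inhibition reaches 70% but some replicates fall short; inactive means mean inhibition below 70%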
#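 Compound dosing: one dose per compound; test system: human S100A4 monomer with TAMRA-labelled myosin IIA peptide; probe or stimulus: TAMRA-labelled myosin IIA heavy-chain peptide probe, 5 nM; medium: HEPES buffer with Ca2+, pH 7.2; schedule: 5 min incubation before reading; benchmarks: neutral control DMSO, positive control TFP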
# E-selectin induc – induces E-selectin expression in human endothelial cells; P16581; HUVEC E-selectin immunofluorescence imaging; normalized: neutral wells 0, TNF-alpha wells 100; activation, % at 7.58 µM; 260,000 tested, 0.37% active;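 active means mean E-selectin-positive cell signal at least 10% of the positive control, reached in at least 60% of replicates, without over 20% cell loss; inconclusive means no rule given, readout overlaps actives, possibly toxicity-flagged; inactive means the rest, including those meeting only one limit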;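 further: in these data hits start at about 27%; measured in HUVEC primary endothelial cells; signal is the percent of cells scored E-selectin positive by PE staining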
# Target sequence (P16581 whole entry, looked up): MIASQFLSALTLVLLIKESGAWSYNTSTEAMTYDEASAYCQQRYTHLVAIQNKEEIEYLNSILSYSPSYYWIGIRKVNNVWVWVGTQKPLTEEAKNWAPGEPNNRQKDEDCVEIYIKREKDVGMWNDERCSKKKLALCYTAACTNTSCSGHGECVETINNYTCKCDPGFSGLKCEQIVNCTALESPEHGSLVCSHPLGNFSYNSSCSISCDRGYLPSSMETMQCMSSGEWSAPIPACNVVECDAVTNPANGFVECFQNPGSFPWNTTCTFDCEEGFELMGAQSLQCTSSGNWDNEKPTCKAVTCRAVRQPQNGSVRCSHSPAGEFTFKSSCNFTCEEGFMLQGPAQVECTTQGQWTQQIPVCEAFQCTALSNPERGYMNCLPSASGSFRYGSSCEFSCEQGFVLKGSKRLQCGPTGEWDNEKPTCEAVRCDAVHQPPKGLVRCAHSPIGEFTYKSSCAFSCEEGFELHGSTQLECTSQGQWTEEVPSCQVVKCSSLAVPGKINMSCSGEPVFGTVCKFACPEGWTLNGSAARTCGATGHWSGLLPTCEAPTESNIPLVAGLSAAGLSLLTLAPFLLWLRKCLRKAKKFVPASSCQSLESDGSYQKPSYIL
#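 System: HUVEC, human umbilical vein endothelial cells; quantity: 3,000 cells/well; buffer or medium: EGM-2 medium, gelatin-coated wells; dosing: single-point compound dose; detection: immunofluorescence imaging; evaluation: % PE-positive cells; benchmarks: TNF-alpha, DMSO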
# An asterisk follows results filed as active; ? = inconclusive; · = not tested or not shown; & = joins results of further samples.
SMILES,SIRT5 block,Statin myotox sup,ERp5 inh,DENV2 CPE rescue,PglD DTNB,S100A4 MyoIIA,E-selectin induc
CC(C)c1ccccc1OCCNC(=O)c1cncc(Br)c1,0,0,-6,1,-2,1,0.2
COc1ccc(-c2nn(-c3ccccc3)cc2/C=N/NC(=O)c2cccc(S(=O)(=O)Nc3ccccc3OC)c2)cc1,6,·,11,4,·,-2,·
Cc1cc(C)nc(SCc2cn3cc(Cl)ccc3n2)n1,·,1,1,-20,-1,1,·
CCCCN(C)CCNS(=O)(=O)c1ccc2c(c1)n(C)c(=O)c(=O)n2C,3,5,1,-2,1,-1,164*
O=C(Nc1cccc(Cl)c1)NC1CC2CCC(C1)N2Cc1ccco1 (centres undefined),-3,·,3,2,·,-1,2.3
CCCn1c(=O)c2sccc2n2c(CCCC(=O)NCc3ccco3)nnc12,1,-10,1,16,-1,0,·
COc1ncnc2c1ncn2CCCN[C@H](C)c1cccc2ccccc12,1,0,6,9,-2,-3,-0.1
CNC[C@@H]1Oc2cc(-c3cccc(F)c3)ccc2S(=O)(=O)N([C@@H](C)CO)C[C@H]1C,-2,·,-4,4,4,-22,16
O=C(Nc1cc2c3c(c1)CC(=O)N3CCC2)c1c(F)cccc1F,-1,·,1,0,·,1,-1.5
O=C(Cc1ccccc1)N1C[C@H]2[C@@H](c3ccccc31)[C@H](CO)N2C(=O)C1CCCCC1,1,11,0,18,0,24,-0.3
CC(=O)N1[C@H](CO)[C@H]2c3ccccc3N(C(=O)c3ccc(F)cc3)C[C@H]21,·,-7,·,·,1,·,0.0
O=C(COc1ccccc1)N(Cc1nnc(-c2ccccc2Cl)o1)C1CC1,-1,19,5,4,-4,-3,·
C/C=C/c1ccc([C@@H]2[C@@H](CO)N(C(=O)C3CC3)[C@H]2CN(C)C(=O)CC2CC2)cc1,3,-8,-2,11,-1,·,0.0
Cc1ccc(CNC(=O)C2CCCN(S(=O)(=O)c3c(C)n[nH]c3C)C2)cc1 (centres undefined),0,11,0,-1,-1,-2,·
Cc1ccc(S(=O)(=O)N(CC(=O)N2CCOCC2)c2ccc(Br)cc2)cc1,2,2,-4,?,2,0,·
CCC(=O)Nc1ccc2c(c1)C(=O)N(C)[C@@H]1CC[C@H](CC(=O)N3CCc4ccccc4C3)O[C@H]1CO2,-20,16,1,-4,-1,-8,0.5
Cc1cccc(NS(=O)(=O)c2ccc(C(=O)NCC(c3ccco3)N3CCCCC3)cc2)c1C (centres undefined),-2,-19,1,4,4,-21,-0.2
Cn1c(-c2ccc(Cl)cc2)cnc1NCc1cc2c(cc1[N+](=O)[O-])OCO2,6,·,-2,4,-3,4,-1.0
c1ccc2sc(NN=C3CCCCCC3)nc2c1,-3,·,0,2,·,2,·
Nc1cc(S(=O)(=O)Nc2ccc(Br)cc2)ccc1Cl,0,·,6,-3,·,0,0.1

# An excerpt from above in order of length of the SMILES, lowest first.
SMILES,SIRT5 block,Statin myotox sup,ERp5 inh,DENV2 CPE rescue,PglD DTNB,S100A4 MyoIIA,E-selectin induc
c1ccc2sc(NN=C3CCCCCC3)nc2c1,-3,·,0,2,·,2,·
CC(=O)N1[C@H](CO)[C@H]2c3ccccc3N(C(=O)c3ccc(F)cc3)C[C@H]21,·,-7,·,·,1,·,0.0
CCC(=O)Nc1ccc2c(c1)C(=O)N(C)[C@@H]1CC[C@H](CC(=O)N3CCc4ccccc4C3)O[C@H]1CO2,-20,16,1,-4,-1,-8,0.5

# More compounds:
SMILES,SIRT5 block,Statin myotox sup,ERp5 inh,DENV2 CPE rescue,PglD DTNB,S100A4 MyoIIA,E-selectin induc
COc1ccc(-n2c(SCC(=O)Nc3cccc(C(=O)O)c3)nnc2-c2ccco2)cc1,-1,-1,1,2,7,-2,0.4
COc1ccc(/C(O)=C2/C(=O)C(=O)N(c3ncccn3)C2c2ccc(OC)cc2)cc1 (centres undefined),3,·,-1,0,·,4,0.0
Cc1ccc(C(=O)NCCN2CCC(n3c(=O)[nH]c4ccccc43)CC2)cc1,-8,·,8,-3,·,23,0.5
CCOc1ccc(N(CC(=O)N2CCN(C(=O)CN(c3ccc(OCC)cc3)S(C)(=O)=O)CC2)S(C)(=O)=O)cc1,-3,-3,4,-5,-5,0,·
O=C(CCN1CCCCC1)NCC[C@@H]1CC[C@H](NC(=O)Nc2ccc(F)cc2)[C@H](CO)O1,3,11,2,-6,-2,-2,1.3
CC(C)C[C@H](NC(=O)[C@@H]1Cc2ccccc2CN1)C(=O)Nc1ccc(C(C)C)cc1,-2,-7,0,-2,-7,-7,·
O=c1[nH]nc(N/N=C/c2ccc(Cl)cc2Cl)c(=O)[nH]1,-3,12,-5,8,14,-5,-0.2
Cc1ncc(CN2CCCC(C(=O)Nc3ccc(-c4cccc(F)c4)cc3)C2)cn1 (centres undefined),-6,-5,-5,-2,2,14,0.2
OCC1CCCC(n2cnc3c(=S)nc[nH]c32)O1 (centres undefined),0,-4,-7,5,2,-1,9.1
O=[N+]([O-])c1ccc(OCCO)nc1,0,-4,0,-3,-1,2,5.2
CC(C)(C)c1cc(NC(=O)C2CCCO2)no1 (centres undefined),-1,33,1,-6,3,0,·
Cc1ccc(-n2nnc3c(=O)n(CC(=O)N4CCOCC4)cnc32)cc1,4,3,-3,1,-2,-6,0.6
COc1ccc2c(COC(=O)[C@@H]3CCCN3S(=O)(=O)c3ccc(Cl)cc3)cc(=O)oc2c1,-4,-4,-1,-8,-10,-7,-0.5
N#Cc1c(-c2ccc(F)cc2)cc(C2CC2)nc1SCC(=O)c1cccs1,4,·,2,-2,0,-4,-0.6
COc1cc(C(=O)N2CCN(S(=O)(=O)c3ccc(Cl)cc3)CC2)ccc1OCC(=O)N1CCOCC1,-2,2,2,-5,6,-4,?
CCOc1ccc(CCNC(=O)Cn2nc(C)c3c(C)n(-c4ccccc4)nc3c2=O)cc1,-4,4,-16,-1,4,-3,0.1
CC(C)(c1ccccc1)c1ccc(OCc2ccc(C(=O)O)o2)cc1,-4,20,-4,2,-5,-1,0.1
COc1ccc(Nc2nccc(-c3ccc(C#N)cc3)n2)cc1,-4,15,5,-1,-2,12,·
Cc1ccc(CN2CC(C(=O)Nc3ccc(S(=O)(=O)N4CCCCC4)cc3)CC2=O)cc1 (centres undefined),-8,·,-25,5,4,1,·
CCc1ccc(NC(=O)N2CCN(C(=O)C3CCCO3)CC2)cc1 (centres undefined),1,1,2,6,-1,1,-0.4
CC(=O)OC[C@@H]1CN(Cc2ccccc2)C[C@H](n2cnc3c(NCc4ccco4)ncnc32)O1,-1,0,3,-3,2,-9,0.0
O=C(NC1CCCCCC1)C(Cc1ccccc1)n1cccc1 (centres undefined),-2,·,0,-1,2,-3,·
Cc1cccc(N(C(=O)Cn2nnc(-c3ccccc3F)n2)C(C(=O)NC(C)(C)C)c2ccncc2)c1 (centres undefined),-3,·,-5,5,·,1,·
CC(C)C[C@H]1COc2cccc(N(C)CCO)c2S(=O)(=O)N1,-4,·,-1,-1,·,-3,2.0
Cc1ccsc1C(=O)NCc1ccccc1Cl,-1,-4,-2,8,-1,1,0.1
C[C@@H]1CCCCO[C@H](CN(C)S(=O)(=O)c2ccccc2)[C@H](C)CN([C@@H](C)CO)C(=O)c2cc(NC(=O)Nc3ccccc3)ccc2O1,8,·,-4,?,2,21,·
Nc1nc(-c2cc(-c3ccccc3)no2)cs1,-3,0,7,?,-12,-9,0.2
C[C@@H]1CCCCO[C@H](CN(C)C(=O)Nc2ccc(F)cc2)[C@@H](C)CN([C@H](C)CO)C(=O)c2cc(NC(=O)c3ccccc3)ccc2O1,0&-8,-9,-1&3,-13&-1,-2&1,-1&4,0.8
C[C@@H]1CN([C@@H](C)CO)C(=O)c2cc(C#CCN(C)C)cnc2O[C@H]1CN(C)Cc1cccc(C(=O)O)c1,-5,-12,-11,-5,2,25,·
C[C@@H]1CCCCO[C@@H](CN(C)C(=O)NC2CCCCC2)[C@H](C)CN([C@@H](C)CO)C(=O)c2cc(NS(=O)(=O)c3ccc(Cl)cc3)ccc2O1,5,·,-1,5,-2,-2,·
NC1=NC(=O)/C(=C/c2ccsc2)S1,-2,0,1,7,·,0,0.1
Cc1ccc2nc(N3CCN(C)CC3)c(C#N)cc2c1,·,-7,·,·,0,·,-1.0
CCOCCCNC(c1ccccc1)c1ccncc1 (centres undefined),2,-4,1,-1,0,-6,-1.1
CC1(C)CC(=O)c2cnc3nc4ccccc4n3c2C1,5,·,1,8,·,20,·
CC(C)(C)C(=O)CNS(=O)(=O)c1ccc(S(=O)(=O)NC2CC2)cc1,0,-5,-2,4,2,-5,·
CCc1nc2ccccc2c(C(=O)OCC(=O)NC2CC2)c1C,0,12,5,-8,2,-16,·
CCCc1cc(=O)c2c(O)cccc2o1,-1,-11,-3,-2,·,10,-0.3
CN1CCC(N2CCN(C3CN(Cc4ccccc4)S(=O)(=O)C3)CC2)CC1 (centres undefined),-3,-7,0,-6,0,19,·
CS(=O)(=O)N1CCC(C(=O)NCc2ccc(Cl)cc2)CC1,3,5,-2,?,-2,-1,-0.2
CC(=O)Nc1ccc(OCc2ccc(S(=O)(=O)Cc3ccccc3)cc2)cc1,-4,9,2,0,-2,-4,1.2
O=S(=O)(c1ccc(F)cc1)N1CC[C@@H]2[C@H]1c1cc(-c3ccc(F)cc3)ccc1N[C@@H]2CO,·,33,·,86*,-5,·,-0.9
Cc1ccc(CNC(=O)CCCn2nc(C)c3c(C)n(-c4ccccc4)nc3c2=O)cc1,0,12,·,?,-1,4,-0.1
C[C@@H]1CCCCO[C@H](CN(C)CC2CCCCC2)[C@@H](C)CN([C@H](C)CO)C(=O)c2cc(NS(=O)(=O)c3cccs3)ccc2O1,1,·,-1,1,0,14,-0.1
COc1ccc(OC)c(-c2nnc(SCC(=O)N3CCCC3)o2)c1,0,5,2,10,-1,-5,·
FC(F)(F)c1nc(NCc2cccnc2)c2ccccc2n1,0,5,5,-2,6,-4,0.0
COc1ccccc1N(CC(O)CN1CCOCC1)S(=O)(=O)c1ccccc1 (centres undefined),-2,-1,1,-4,1,3,·
C=CCN1C(=O)C(CC(=O)NCC)SC1=Nc1cc(Cl)ccc1Cl (centres undefined),1,33,-3,13,-6,-9,·
Cc1cccc(/C=C(\C(=O)O)c2ccc(S(=O)(=O)N3CCCC3)s2)c1,1,-3,2,-5,3,-4,-0.3
O=C(Nc1ccc2[nH]c(=O)[nH]c2c1)c1cc(F)c(F)cc1Cl,-2,·,-2,20,-8,-2,2.0
COc1cccc(S(=O)(=O)N2CCC3(CC2)CN[C@H](CO)c2c3c3ccc(OC)cc3n2C)c1,2,·,0,1,·,-3,-0.5
COc1ccc(NC(=O)Nc2cccc3c2O[C@H](CN(C)C(=O)NC(C)C)[C@H](C)CN([C@@H](C)CO)C3=O)cc1,1,2,2,9,3,0,-2.9
CCOC(=O)c1nn(-c2ccccc2)c(=O)cc1OCC(=O)Nc1cccc(OC)c1,-3,-13,2,-13,9,6,1.2
Cc1cn([C@H]2C[C@H](O)[C@@H](CNCc3cnc(N4CCOCC4)s3)O2)c(=O)[nH]c1=O,-2,0,-4,5,1,0,·
O=C(N/N=C/C=C/c1ccco1)c1cnccn1,·,·,-1,1,5,2,0.1
Cc1ccc(O)c(C(=O)/C=C/c2ccc3c(c2)OCCO3)c1,-2,·,1,10,·,-1,·
COc1ccc(Cl)cc1N1C(=O)C2CCCN2C1c1ccccc1F (centres undefined),·,-8,-3,0,-3,-2,·
COc1ccc2c3c(n(C)c2c1)[C@@H](CO)N(C(=O)c1ccccn1)CC31CN(C(=O)c2ccccn2)C1,0,·,-15,-10,·,5,0.0

# An excerpt, so the mix of outcomes need not match the whole.
